Source: PubChem (several laboratories)
MLLE-PAM2 inh = inhibitors of microRNA-mediated deadenylation, human PABP1 MLLE binding | P11940 | GST-MLLE / FITC-PAM2 fluorescence polarization | inhibition, % at 20 µM | actives 0.36% (n = 360,000) | AID 588489; in the data active = inhibition above about 35%, passing the limit was not always enough;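 note: plate controls were DMSO wells with GST-MLLE for no effect and wells lacking GST-MLLE protein for full effect; some results filed as inactive read as strong as hits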
Target sequence (P11940 whole entry, looked up): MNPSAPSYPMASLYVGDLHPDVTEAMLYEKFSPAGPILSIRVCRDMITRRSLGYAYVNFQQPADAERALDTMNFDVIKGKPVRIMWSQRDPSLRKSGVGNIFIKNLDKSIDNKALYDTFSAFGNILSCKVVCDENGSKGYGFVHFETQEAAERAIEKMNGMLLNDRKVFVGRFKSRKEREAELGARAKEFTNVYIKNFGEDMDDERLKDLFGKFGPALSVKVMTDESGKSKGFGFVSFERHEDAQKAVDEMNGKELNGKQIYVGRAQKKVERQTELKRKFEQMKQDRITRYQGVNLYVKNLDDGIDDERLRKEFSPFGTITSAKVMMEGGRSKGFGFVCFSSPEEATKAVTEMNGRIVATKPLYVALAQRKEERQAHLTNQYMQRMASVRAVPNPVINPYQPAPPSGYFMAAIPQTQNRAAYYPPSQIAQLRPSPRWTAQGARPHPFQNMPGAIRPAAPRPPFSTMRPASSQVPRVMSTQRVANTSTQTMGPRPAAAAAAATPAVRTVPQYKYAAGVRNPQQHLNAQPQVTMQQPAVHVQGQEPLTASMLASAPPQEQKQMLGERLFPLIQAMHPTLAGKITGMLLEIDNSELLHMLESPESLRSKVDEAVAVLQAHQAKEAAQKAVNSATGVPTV
TbMetRS inhib = blocks T. brucei methionyl-tRNA synthetase activity; purified T. brucei MetRS, ATP depletion, Kinase-Glo luminescence; inhibition, % at 11.9 µM; actives 0.4% (n = 360,000); AID 624268;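 active = inhibition above a per-plate cutoff of the control wells' mean inhibition plus 3 SD, cut at about 5.5% in these data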;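 note: 0% = DMSO wells median and 100% = median of wells with control inhibitor compound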
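System: purified T. brucei MetRS enzyme / Detection: Kinase-Glo luciferase luminescence reporting remaining unconsumed ATP / Medium: HEPES buffer with MgCl2, KCl, DTT, spermine, BSA, pyrophosphatase / Replication: singlicate, one well per compound / Evaluation: percent inhibition relative to median high and low control wells / Schedule: 2 h aminoacylation at 25 °C after 15 min preincubation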
E coli Lon inh = inhibitors of E. coli Lon protease; purified E. coli Lon protease, fluorescence polarization; inhibition, % at 7.94 µM; actives 0.42% (n = 360,000); in the data active = inhibition above about 13%, passing the limit was not always enough;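 note: 0% = enzyme with probe and DMSO and 100% = no enzyme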
Rin1-Abl PPI inh = inhibitors of human Rin1-Abl protein interaction; P00519+Q13671; TR-FRET Rin1/Abl binding, biochemical; inhibition, % at 7.35 µM; actives 0.4% (n = 360,000); AID 588664; in the data active = inhibition above about 5%, passing the limit was not always enough
FAS-TE inh = FAS thioesterase (human) inhibition. actives 0.67% (n = 360,000). recombinant FAS-TE, OMFH fluorogenic substrate, fluorescence endpoint. inhibition, % at 15 µM. P49327;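 active = compounds whose normalised, plate-corrected inhibition of enzyme fluorescence in the single-dose primary screen is 50% or more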;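 note: 0% = DMSO with enzyme and 100% = substrate without enzyme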
CSN deneddyl inh = inhibitors of human CSN-mediated cullin deneddylation; Q92905; Purified CSN, SCF-Nedd8-OG deneddylation, fluorescence polarization; inhibition, % at 12.5 µM; actives 0.38% (n = 360,000); AID 651999;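 active = pattern-corrected inhibition above about 35%, with an unprinted fluorescence ratio check between 0.5 and 1.5, limit read from the data, passing the limit was not always enough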;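 note: 0% = enzyme with substrate and 100% = substrate without enzyme; some results filed as inactive read as strong as hits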
Target sequence (Q92905 whole entry, looked up, one chain of several): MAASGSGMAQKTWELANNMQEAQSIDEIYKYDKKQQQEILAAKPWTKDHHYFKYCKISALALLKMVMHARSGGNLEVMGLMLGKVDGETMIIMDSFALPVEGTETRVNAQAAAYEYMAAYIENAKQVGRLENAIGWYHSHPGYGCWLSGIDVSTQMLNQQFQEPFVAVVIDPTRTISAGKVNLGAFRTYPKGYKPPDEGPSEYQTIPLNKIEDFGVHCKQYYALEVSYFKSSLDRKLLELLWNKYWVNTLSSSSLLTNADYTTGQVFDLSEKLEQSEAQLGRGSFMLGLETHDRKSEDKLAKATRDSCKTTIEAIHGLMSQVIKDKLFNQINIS
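Assay system: purified human Csn5 enzyme expressed in HEK293T cells; Input: 0.24 nM Csn5 enzyme, final concentration; Reagent: 10 nM SCFSkp2-Nedd8OG; Compound dosing: 12.5 µM single point; Times: reaction 90 min, room temperature; Technique: fluorescence polarization readout.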
MsrA inh = inhibitors of bovine MsrA; purified bovine MsrA, absorbance read-out; inhibition, % at 15.5 µM; actives 0.75% (n = 360,000); in the data active = inhibition above about 4.5%;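 note: 0% = vehicle wells with enzyme and 100% = reference inhibitor wells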
MsrA act = bovine methionine sulfoxide reductase A activation. activation, % at 10.6 µM. AID 602163. purified bovine MsrA, absorbance read-out. actives 0.3% (n = 360,000); in the data active = activation above about 7.5%;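 note: 0% = vehicle and 100% = reference activator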
Neddyl block = cullin neddylation inhibition; TR-FRET cullin neddylation, biochemical; calls only at 25 µM; actives 0.58% (n = 360,000); AID 651699; in the data active = inhibition above about 36%
An asterisk follows results filed as active; i = inactive; / = no result given.

SMILES	MLLE-PAM2 inh	TbMetRS inhib	E coli Lon inh	Rin1-Abl PPI inh	FAS-TE inh	CSN deneddyl inh	MsrA inh	MsrA act	Neddyl block
c1ccc(CN2CCN(c3nc(-c4ccccc4)nc4ccccc34)CC2)cc1	-4	0.2	-1	-1	21	-2	0.6	-4	i
Cc1ccc(C)c(S(=O)(=O)Nc2ccc(C(=O)N3CCC3)cc2)c1	12	-0.1	-8	-2	-2	0	-1.3	-2	i
CCOC(=O)/C(C#N)=C1\CC2CCC1(C)C2(C)C (stereo not drawn)	28	-1.1	-5	0	-2	4	-0.8	-8	i
CC1Cc2ccccc2N1C(=O)c1ccc2snnc2c1 (stereo not drawn)	11	-0.5	6	-1	4	-1	1.9	-2	i
O=C(CSc1nnc(Cc2ccsc2)o1)c1ccccc1	-25	-0.4	5	1	0	2	-0.6	-2	i
COc1ccc(-c2nnc3sc(-c4cccs4)nn23)cc1OC	-26	-0.2	-10	-1	6	6	-1.3	-5	i
CCc1noc(C)c1C(=O)N1CCCC1	-9	-1.0	3	0	-10	-5	/	-7	i
CCCCOC(=O)CCn1[nH]c(=O)c2ccccc2c1=O	4	-0.6	-14	-1	-6	3	1.2	-5	i
CC(N)c1csc(Nc2nccc(C(F)(F)F)n2)n1 (stereo not drawn)	-4	0.3	10	-3	-4	1	-1.1	1	i
CC(=O)c1ccc(C(=O)N2CCC(CO)(Cc3cccc(C(F)(F)F)c3)CC2)cc1	4	-0.2	2	2	2	-4	0.7	-5	i
COc1ccc(N2C(=O)CS(=O)C(c3ccccc3)C2=O)cc1 (stereo not drawn)	13	0.8	24*	0	-4	-4	0.7	-4	i
Cc1[nH]c2ccccc2c1C(=O)C(=O)NCCCn1ccnc1	17	0.6	5	-2	-3	-5	4.9*	-8	i
O=C(/C=C/c1cc(Br)ccc1F)OCC(=O)N1CCCC1	2	-0.3	-5	-1	-9	-2	-0.3	-3	i
Cc1ccc(-n2c(Cc3cccc4ccccc34)n[nH]c2=S)c(C)c1	7	-0.8	13	5	4	11	1.6	-3	i
O=C(COC(=O)COc1ccc(Cl)cc1)NC1CCCC1	-3	-0.3	-3	1	-5	-1	-0.9	-5	i
Cc1cc(C)cc(NC(=O)NNC(=O)c2cc3occc3[nH]2)c1	2	1.3	-4	3	-1	4	0.3	-4	i
COc1ccc(-c2cnc(N)nc2-c2ccc(OC)cc2)cc1	13	-0.7	2	4	2	2	0.7	-2	/
COc1ccccc1C1CC(c2cccc(NS(C)(=O)=O)c2)=NN1S(=O)(=O)c1ccccc1 (stereo not drawn)	-67	-0.4	-13	1	7	22	-0.3	0	i
CCOc1cc(CNCC(O)c2ccccc2)cc(Cl)c1OC (stereo not drawn)	-10	-0.2	13	-3	-1	2	-1.0	-1	i
Cc1ccc(C(=O)CCC(=O)NN2C(=O)NC3(CCCCC3)C2=O)cc1	1	-0.1	-3	2	-5	-3	-1.0	-1	i
CCOc1ccc(CN2CCC(C(=O)N3CCN(c4ccccc4F)CC3)CC2)cc1OC	-3	0.0	-8	0	-6	5	0.3	-2	i
Cc1ccccc1OCCCC(=O)Nc1ccc2c(c1)OCO2	11	-0.7	-1	2	9	-2	-0.7	-1	i
CCOC(=O)c1c(C#N)cnn1-c1ccc(C)cc1	19	0.5	-1	-1	-7	3	-1.2	-4	i
COc1ccc(CCNC(=O)c2nnc(Cc3c(F)cccc3Cl)o2)cc1OC	-3	-0.7	8	1	-2	-1	-0.2	6	i
Nc1nc(SCC(=O)N2CCN(c3ccc(F)cc3)CC2)n[nH]1	-1	0.0	0	-1	-6	-1	0.0	-2	i
COCCNC(=O)c1ccccc1NC(=O)c1ccc(OC)c(OC)c1	13	-0.6	-5	2	-3	-1	1.4	-1	i
Cc1cccc(NC(=S)N2CCN(Cc3ccccc3)CC2)c1C	-82	0.5	-2	0	-1	-3	1.6	5	i
CCCCC1CCC(C(=O)N2CCOCC2)CC1 (stereo not drawn)	12	-0.2	2	-2	-8	-5	0.7	-3	i
COc1ccc(OCC(O)CNC(=O)c2ccc(C)cc2)cc1 (stereo not drawn)	-7	-0.2	3	0	-2	-4	-1.3	-4	i
O=C(c1cc2ccccc2oc1=O)N(c1ccc(Cl)cc1)C1C=CS(=O)(=O)C1 (stereo not drawn)	3	0.6	5	-4	-6	-4	0.7	-3	i

18 structures out of the list, sorted by molar mass, largest number first:
SMILES	MLLE-PAM2 inh	TbMetRS inhib	E coli Lon inh	Rin1-Abl PPI inh	FAS-TE inh	CSN deneddyl inh	MsrA inh	MsrA act	Neddyl block
COc1ccccc1C1CC(c2cccc(NS(C)(=O)=O)c2)=NN1S(=O)(=O)c1ccccc1 (stereo not drawn)	-67	-0.4	-13	1	7	22	-0.3	0	i
CCOc1ccc(CN2CCC(C(=O)N3CCN(c4ccccc4F)CC3)CC2)cc1OC	-3	0.0	-8	0	-6	5	0.3	-2	i
COc1ccc(CCNC(=O)c2nnc(Cc3c(F)cccc3Cl)o2)cc1OC	-3	-0.7	8	1	-2	-1	-0.2	6	i
CC(=O)c1ccc(C(=O)N2CCC(CO)(Cc3cccc(C(F)(F)F)c3)CC2)cc1	4	-0.2	2	2	2	-4	0.7	-5	i
O=C(c1cc2ccccc2oc1=O)N(c1ccc(Cl)cc1)C1C=CS(=O)(=O)C1 (stereo not drawn)	3	0.6	5	-4	-6	-4	0.7	-3	i
Cc1ccc(C(=O)CCC(=O)NN2C(=O)NC3(CCCCC3)C2=O)cc1	1	-0.1	-3	2	-5	-3	-1.0	-1	i
O=C(/C=C/c1cc(Br)ccc1F)OCC(=O)N1CCCC1	2	-0.3	-5	-1	-9	-2	-0.3	-3	i
Cc1ccc(-n2c(Cc3cccc4ccccc34)n[nH]c2=S)c(C)c1	7	-0.8	13	5	4	11	1.6	-3	i
Cc1cccc(NC(=S)N2CCN(Cc3ccccc3)CC2)c1C	-82	0.5	-2	0	-1	-3	1.6	5	i
CCOc1cc(CNCC(O)c2ccccc2)cc(Cl)c1OC (stereo not drawn)	-10	-0.2	13	-3	-1	2	-1.0	-1	i
COc1ccc(N2C(=O)CS(=O)C(c3ccccc3)C2=O)cc1 (stereo not drawn)	13	0.8	24*	0	-4	-4	0.7	-4	i
COc1ccc(OCC(O)CNC(=O)c2ccc(C)cc2)cc1 (stereo not drawn)	-7	-0.2	3	0	-2	-4	-1.3	-4	i
Cc1ccccc1OCCCC(=O)Nc1ccc2c(c1)OCO2	11	-0.7	-1	2	9	-2	-0.7	-1	i
O=C(COC(=O)COc1ccc(Cl)cc1)NC1CCCC1	-3	-0.3	-3	1	-5	-1	-0.9	-5	i
Cc1[nH]c2ccccc2c1C(=O)C(=O)NCCCn1ccnc1	17	0.6	5	-2	-3	-5	4.9*	-8	i
COc1ccc(-c2cnc(N)nc2-c2ccc(OC)cc2)cc1	13	-0.7	2	4	2	2	0.7	-2	/
CCOC(=O)c1c(C#N)cnn1-c1ccc(C)cc1	19	0.5	-1	-1	-7	3	-1.2	-4	i
CCCCC1CCC(C(=O)N2CCOCC2)CC1 (stereo not drawn)	12	-0.2	2	-2	-8	-5	0.7	-3	i

New compounds follow
SMILES	MLLE-PAM2 inh	TbMetRS inhib	E coli Lon inh	Rin1-Abl PPI inh	FAS-TE inh	CSN deneddyl inh	MsrA inh	MsrA act	Neddyl block
Cc1nc2ccccc2nc1CSc1nncs1	8	1.2	2	-6	-8	3	0.9	1	i
CC1=NN(c2ccccc2)C(=O)C1=Cc1ccccc1	6	1.4	13	29*	-3	2	2.5	-2	i
CCn1cc(/C=C(\NC(=O)c2ccc(OC)c(OC)c2)C(=O)NCCN2CCOCC2)c2ccccc21	-21	-0.3	-35	-3	-11	-2	2.8	-8	i
CCCCCCCCN1C(=O)[C@H](CC(=O)N2CCSCC2)C[C@@]2(C(=O)OC)CC(C)(C)CC=C12	/	-0.2	/	/	/	-3	0.1	/	i
COc1ccc(CCNC(=O)c2ccccc2SC)cc1	1	-1.4	4	4	-5	-4	2.1	-5	i
O=C(COC(=O)C1CCC1)NC(=O)c1ccccc1	16	-0.1	-7	-2	-3	0	2.5	-2	i
COc1ccc(OC)c(-c2csc(NC(=O)C3c4ccccc4Oc4ccccc43)n2)c1	-20	-0.9	-2	0	35	-7	1.2	-9	i
COc1ccc(C(CCNCc2ccc(OC)c(OC)c2)c2ccc(F)cc2)cc1 (stereo not drawn)	9	0.2	3	1	-4	28	0.4	-2	i
COc1cccc(S(=O)(=O)Nc2ccc(C(O)(C(F)(F)F)C(F)(F)F)cc2)c1	19	-0.5	2	2	10	0	0.9	-4	i
COc1cccc(CNC(C)(C)CO)c1OCc1ccc(Cl)cc1	5	0.5	8	0	-3	5	0.6	-5	i
c1ccc(CNc2nc(-c3cccs3)nc3ccccc23)nc1	12	-1.1	-4	-1	-7	4	2.8	-13	i
CCc1nc2ccc(C(=O)N3CCCC(C(N)=O)C3)cn2c1N(C=O)CC (stereo not drawn)	3	-0.1	-2	0	-5	-4	0.2	-2	i
COCCCn1c(=O)c2ccccc2n(CC(=O)NCCC2=CCCCC2)c1=O	-1	0.3	-3	-1	-4	2	0.2	-3	i
O=C(Nc1cccc(S(=O)(=O)N2CCCC2)c1)[C@H]1C[C@H](O)[C@@H](CO)O1	-4	0.4	-3	0	-8	-3	1.4	3	i
O=C(CSc1nc(-c2ccccc2)c(-c2ccccc2)[nH]1)Nc1nccs1	13	-0.9	2	-2	21	0	/	-10	i

Entries of single compounds from above. Order of screens: MLLE-PAM2 inh, TbMetRS inhib, E coli Lon inh, Rin1-Abl PPI inh, FAS-TE inh, CSN deneddyl inh, MsrA inh, MsrA act, Neddyl block
Entry for CCn1cc(/C=C(\NC(=O)c2ccc(OC)c(OC)c2)C(=O)NCCN2CCOCC2)c2ccccc21 = -21, -0.3, -35, -3, -11, -2, 2.8, -8, i
Entry for CCCCCCCCN1C(=O)[C@H](CC(=O)N2CCSCC2)C[C@@]2(C(=O)OC)CC(C)(C)CC=C12 = /, -0.2, /, /, /, -3, 0.1, /, i

Printed as active in MsrA inh (from the list above):
canonical_smiles	MLLE-PAM2 inh	TbMetRS inhib	E coli Lon inh	Rin1-Abl PPI inh	CSN deneddyl inh	MsrA inh	MsrA act	Neddyl block
Cc1[nH]c2ccccc2c1C(=O)C(=O)NCCCn1ccnc1	17	0.6	5	-2	-5	4.9*	-8	i

(next part)
SMILES	MLLE-PAM2 inh	TbMetRS inhib	E coli Lon inh	Rin1-Abl PPI inh	FAS-TE inh	CSN deneddyl inh	MsrA inh	MsrA act	Neddyl block
O=c1[nH]c2cc3c(cc2cc1C(c1nnnn1Cc1ccccc1)N1CCN2CCCC2C1)OCCO3 (stereo not drawn)	-21	-0.2	-15	-2	-7	5	2.6	0	/
CC(C)(C)[C@@H]1C=C(C(N)=O)O[C@H](OCc2ccc(CO)cc2)C1	-2	-0.2	-10	4	-9	-2	-0.5	0	i
NS(=O)(=O)c1ccc(NC(=O)CCC2CCCCC2)cc1	-12	1.1	4	1	1	-1	0.1	1	i
COc1cc(OC)cc(-c2nnc(SCC(=O)N3CCOCC3)o2)c1	13	-0.6	-4	1	-6	-2	0.4	-3	i
